Screening data (PubChem BioAssay)
PG9 Ab binder: binders of HIV-1 gp120 antibody PG9, primary screen, biochemical, TR-FRET | inhibition, % at 6.7 µM | TR-FRET gp120-PG9 antibody binding | HIV-1 gp120 / PG9 antibody interaction | 360,000 compounds, 0.43% hits; in the data active means inhibition above about 8.5%
ABHD4 inh: ABHD4 inhibitors, primary screen, biochemical, fluorescence polarization, mouse | (Lyso)-N-acylphosphatidylethanolamine lipase (Mus musculus), Q8VD66 | purified mABHD4, FP-Rh probe fluorescence polarization | inhibition, % at 8.92 µM | 370,000 compounds, 0.54% hits | AID 720543, 2013;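 active means inhibition exceeding the mean over every tested compound plus 3 SD, cut at about 30% in these data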;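 further: 0% = plate median of compound wells and 100% = S159A mutant with DMSO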
Target sequence (Q8VD66 whole entry, looked up): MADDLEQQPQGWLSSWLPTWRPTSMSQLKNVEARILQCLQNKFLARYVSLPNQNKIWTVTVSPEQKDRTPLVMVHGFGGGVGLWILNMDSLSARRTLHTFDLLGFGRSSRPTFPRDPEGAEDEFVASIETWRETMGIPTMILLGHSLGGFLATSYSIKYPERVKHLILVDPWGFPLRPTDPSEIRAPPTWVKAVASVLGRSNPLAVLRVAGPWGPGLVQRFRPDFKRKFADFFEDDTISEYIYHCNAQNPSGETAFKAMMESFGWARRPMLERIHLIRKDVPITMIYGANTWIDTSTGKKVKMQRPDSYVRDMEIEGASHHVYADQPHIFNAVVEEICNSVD
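Assay system: mABHD4 protein; medium: HEPES pH 7.0, NaCl, Pluronic buffer; dosing: 8.92 µM, single dose; schedule: 45 min + 60 min at 25 °C; signal: FP readout, ex 525 nm / em 598 nm; read-out: normalized percent inhibition of probe labeling; repeats: single replicate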
TCR CD3 inh: inhibitors of human TCR-CD3 interaction, primary screen, biochemical, fluorescence, TAMRA-labeled TCR probe; T-cell receptor (TCR); inhibition, % at 9.4 µM; 360,000 compounds, 0.37% hits; in the data active means inhibition above about 19%;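 further: recombinant mutant TCR 2C K166C tagged with TAMRA read by polarization; 0% = receptor in buffer alone and 100% = receptor with positive control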
LEDGF integ inh: blockers of LEDGF/p75-dependent integrase strand transfer – biochemical, TR-FRET, high throughput, primary screen; HIV-1 integrase (with human LEDGF/p75); TR-FRET IN-LEDGF/p75 DNA integration, Eu/Cy5; inhibition, % at 3.7 µM; 370,000 compounds, 0.64% hits;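 active means inhibition above the screen-wide mean plus 3 SD, cut at about 13% in these data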;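 further: signal is the Cy5 over europium emission ratio at 671 and 618 nm; 0% = plate median of compound wells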
rCAG RNA binder: binders of r(CAG) RNA repeats, primary screen, biochemical, fluorescence; 370,000 compounds, 1.3% hits; inhibition, % at 3 µM; r(CAG) RNA repeat, TO-PRO-1 dye displacement fluorescence; AID 651821, 2012;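 active means inhibition above the plate cutoff, the mean of all test compounds on that plate plus 3 SD, cut at about 35% in these data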;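 further: 0% = DMSO alone and 100% = 100 µM mitoxantrone as full dye displacement; higher means more dye released from RNA so lower well fluorescence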
SIAE inh: human SIAE inhibitors, primary screen, biochemical, fluorescence polarization, FP-Rh probe, 1536-well HTS. Sialate O-acetylesterase (Homo sapiens), Q9HAT2. SIAE FP-Rh probe binding. inhibition, % at 9.66 µM. 370,000 compounds, 0.69% hits. AID 1053197, 2014;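 active means inhibition above a cutoff: mean of compounds within the control limits plus 3 SD of those, cut at about 17% in these data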;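 further: 0% = plate median of compound wells and 100% = probe without SIAE protein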
Target sequence (Q9HAT2 whole entry, looked up): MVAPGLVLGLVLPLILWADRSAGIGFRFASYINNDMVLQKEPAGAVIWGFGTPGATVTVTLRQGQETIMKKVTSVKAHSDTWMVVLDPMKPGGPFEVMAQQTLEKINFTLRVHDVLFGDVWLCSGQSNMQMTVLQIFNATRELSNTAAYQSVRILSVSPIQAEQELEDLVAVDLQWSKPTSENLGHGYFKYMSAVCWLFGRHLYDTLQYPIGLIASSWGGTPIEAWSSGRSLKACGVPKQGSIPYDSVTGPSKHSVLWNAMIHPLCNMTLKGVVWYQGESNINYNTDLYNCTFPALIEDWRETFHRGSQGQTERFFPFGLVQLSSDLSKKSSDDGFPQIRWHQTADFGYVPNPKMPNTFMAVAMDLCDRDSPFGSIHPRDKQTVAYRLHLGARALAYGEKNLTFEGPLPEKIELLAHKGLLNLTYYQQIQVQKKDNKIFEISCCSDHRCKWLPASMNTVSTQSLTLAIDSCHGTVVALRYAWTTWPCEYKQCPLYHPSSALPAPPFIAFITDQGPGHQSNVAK
HTRA1 inhibitor: HTRA1 serine protease inhibitors, primary screen, biochemical, fluorescence polarization, HTS. Q92743. recombinant HTRA1, FP-rhodamine activity-based probe. inhibition, % at 5.96 µM. 340,000 compounds, 0.5% hits. AID 504803, 2011; in the data active means inhibition above about 36%;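 further: 0% = enzyme with DMSO and 100% = wells lacking enzyme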
PRMT1 FP inh: PRMT1 methyltransferase inhibitors, primary screen, biochemical, fluorescence polarization; Protein arginine N-methyltransferase 1 (Homo sapiens), Q99873; recombinant PRMT1, activity-based probe fluorescence polarization; inhibition, % at 2.79 µM; 370,000 compounds, 1.3% hits; AID 652257, 2013;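 active means inhibition above about 21% made by adding two undisclosed values, limit read from the data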
Rev-erbA mod: modulators of Rev-erb alpha DNA binding, primary screen, biochemical, FITC-DNA, fluorescence polarization, uHTS. activity, % at 10 µM. 370,000 compounds, 0.79% hits. Nuclear receptor subfamily 1 group D member 1 (Homo sapiens), P20393. AID 1259318, 2017. Rev-erbα–FITC-DNA binding, 90 min;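 active means activity above about 14%, limit read from the data; passing the limit was not always enough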;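 further: 0% = DMSO wells with 35 nM protein and 100% = DMSO wells with 750 nM protein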
TDP2 absorb: human TDP2 enzyme inhibitors, primary screen, biochemical, epi absorbance, recombinant enzyme; Tyrosyl-DNA phosphodiesterase 2 (Homo sapiens), O95551; T5PNP hydrolysis, p-nitrophenol absorbance 415 nm; inhibition, % at 12.8 µM; 370,000 compounds, 0.34% hits;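 active means inhibition above the mean of all tested compounds plus 3 SD, set per campaign, cut at about 25% in these data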;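 further: 0% = DMSO with enzyme and 100% = buffer with substrate but no TDP2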
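Read-out basis: percent inhibition. System: recombinant human TDP2. Buffer or medium: Mg2+-containing Tris-HCl buffer, pH 7.5. Repeats: single replicate. Timing: reaction 2 h, 37 °C. Benchmarks: high control without enzyme, low control DMSO plus TDP2. Probe or stimulus: 5 mM T5PNP. Doses: 12.8 µM only. Measured by: epi absorbance of p-nitrophenol freed from T5PNP by hydrolysis.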
Numbers without * were called inactive; . = not tested or not shown.

SMILES	PG9 Ab binder	ABHD4 inh	TCR CD3 inh	LEDGF integ inh	rCAG RNA binder	SIAE inh	HTRA1 inhibitor	PRMT1 FP inh	Rev-erbA mod	TDP2 absorb
CN(CCC#N)C(=O)COC(=O)c1ccc(CNS(=O)(=O)c2ccc(F)c(Cl)c2)cc1	-4.7	1	-1	5	2	16	1	-2	3	-7
O=C(/C=C/c1ccco1)N(Cc1cccc(Br)c1)C1CCS(=O)(=O)C1 (configuration not stated)	-1.4	-3	-3	2	7	4	4	11	-4	-15
COc1ccccc1C(=O)N1CCN(Cc2cn[nH]c2-c2ccc(F)cc2F)CC1	-2.5	0	4	-3	-6	-4	6	-1	2	0
O=C(C1=C(O)C(=O)N(c2ncccn2)C1c1ccc(F)cc1)c1ccco1 (configuration not stated)	-1.0	9	-2	4	1	4	1	1	3	5
COc1ccc(S(=O)(=O)N(C)C[C@H]2Oc3c(NS(=O)(=O)c4ccc(F)cc4)cccc3C(=O)N([C@H](C)CO)C[C@@H]2C)cc1	-2.1	-6	2	0	15	1	-6	0	7	2
O=C(O)Cn1c(-c2cscn2)nc2ccccc21	-1.5	2	5	2	-2	2	7	2	0	4
COc1ccc(NC(=O)N2CCN(C(=O)Nc3ccc(OC)cc3)CC2)cc1	-0.5	1	1	-4	-5	3	2	1	-2	7
Cc1cnc(NC(=O)c2cccc(S(=O)(=O)N3CC(C)OC(C)C3)c2)s1 (configuration not stated)	1.4	1	-1	5	6	-2	1	-1	-6	4
O=[N+]([O-])c1cc2c(cc1CN1CCN(c3ccc(F)cc3)CC1)OCO2	-0.1	-3	10	-1	6	4	1	-1	5	4
COc1ccccc1C(=O)COC(=O)c1ccccc1O	0.4	1	5	-3	0	2	-9	-1	1	-6
CCOC(=O)c1sc(NC(=O)c2ccc(S(=O)(=O)N3CCCCCC3)cc2)nc1-c1ccccc1	-1.8	4	1	2	1	-21	-7	-2	29*	-4
COC(=O)c1ccc2nc(-c3ccc(C)cc3)c(Cc3cccc(F)c3)n2c1	0.1	-6	-3	4	8	-5	.	0	-1	-6
O=C(O)c1cccc(S(=O)(=O)N2CC=C(c3ccccc3)CC2)c1	-2.3	10	7	0	8	-2	4	3	0	1
CCC(Sc1nc(-c2ccccc2)c(-c2ccccc2)[nH]1)C(=O)O (configuration not stated)	-2.1	6	-1	3	7	3	8	-7	-4	-11
CC(=O)Oc1cc2c(C(=O)NCCCN3CCOCC3)c(C)oc2c2ccccc12	-2.7	-5	6	-3	-8	3	0	-3	-2	-12
O=C(COc1ccccc1Cl)NNC(=O)c1ccc2nc[nH]c2c1	0.6	-10	-10	-4	-1	-11	-1	5	2	-9
O=C(O)c1ccc(N2C(=O)c3ccc(C(=O)c4cccc([N+](=O)[O-])c4)cc3C2=O)cc1	-0.8	4	1	0	-1	2	5	-2	1	-14
CC(=O)Nc1ccc(Nc2cc(C)nc(Nc3ccc(NC(C)=O)cc3)n2)cc1	-3.6	8	-2	-1	6	19*	16	1	0	-5
O=C(Cn1cc(C(F)(F)F)ccc1=O)N1CCc2ccccc21	0.4	-4	3	0	6	2	7	0	-3	2
O=c1c2[nH]c3cccc(Cl)c3c2ncn1CCN1CCCCC1	-0.3	-18	-2	-6	7	-8	10	2	-3	-7
CCn1c(=O)c2cc(C(=O)Nc3cc(C)on3)sc2c2ccccc21	0.4	3	1	-5	2	-4	1	3	16	3
COC(=O)c1cc(N/C(N)=N/c2nc(C)cc(C)n2)cc(C(=O)OC)c1	-0.7	2	3	10	-1	3	-1	-8	-4	-15
O=C1CCCCC1(O)Cc1ccc2c(c1)OCO2 (configuration not stated)	0.6	-6	3	-4	0	-1	-2	0	-6	-1
NC(=O)CC[C@@H]1NC(=O)[C@H](CO)NC(=O)c2cc([N+](=O)[O-])cc(I)c2OCC[C@@H](C(N)=O)NC1=O	-0.3	-3	-4	-1	6	0	4	0	1	-20
COc1cccc(C#Cc2c(C=O)n(C)c3ccccc23)c1	0.8	-2	6	-3	8	-18	-7	-7	2	1
CCCn1c(C2CCCN2c2nc(-c3cccc(Br)c3)cs2)nc2cc(Cl)c(Cl)cc21 (configuration not stated)	0.4	8	2	-2	8	0	-28	-4	1	1
COC(=O)c1ccc(NC(=O)Cn2nc(SC)n(N)c2=S)cc1	0.5	2	-2	0	2	3	1	1	-1	14
COc1ccc(C2CC(c3ccc([N+](=O)[O-])cc3)=NN2C(C)=O)cc1 (configuration not stated)	-1.1	3	-1	-6	-4	-4	1	2	5	2
CCOC(=O)c1ccc(NC(=S)Nc2cccc(N)n2)cc1	-1.6	2	-1	-3	9	-10	-5	5	1	4
CCCN1CCC(NC(=O)C2CCCCC2C(=O)O)CC1 (configuration not stated)	-0.2	7	8	4	0	-2	4	-4	5	-9
O=C1COc2ccc(S(=O)(=O)Nc3ccc(OC(F)(F)F)cc3)cc2N1	-0.7	19	6	0	11	-7	-7	4	19	1
COc1ccc(C(C#N)=Cc2ccc(NC(C)=O)cc2)cc1	1.2	0	-3	-1	1	-13	-12	-2	1	12
CC(=O)NC(CC(=O)NC1CCCc2ccccc21)c1ccccc1 (configuration not stated)	-0.4	0	2	2	-1	-1	2	-4	0	-11
CCC(C)NCc1ccc(C(=O)OC)o1 (configuration not stated)	-4.2	-2	2	4	3	-1	1	-2	2	-7
CC(=O)OC1C=CN(C(C)=O)C(SC(C)(C)C)C1(C)O (configuration not stated)	0.8	-6	-2	0	0	1	-7	2	-4	-2
C[C@H](NC(=O)Cc1ccccc1)C(=O)N1CCC2(CC1)NCCc1[nH]cnc12	-0.2	2	2	0	1	-2	1	-3	-8	-6
C/C(=N\NC(=O)c1ccc(Cl)c(Cl)c1)c1cccc(NC(=O)C(C)C)c1	-3.7	5	6	1	3	-1	3	2	-4	0
Cc1ccc(S(=O)(=O)NN2C(=O)/C(=C/c3ccc(F)cc3)SC2=S)cc1	-0.2	-1	7	-1	26	0	4	0	4	-12
O=C(c1cnsn1)N1CCCC(Nc2ccc(F)c(F)c2)C1 (configuration not stated)	-0.6	1	-5	-3	-2	3	2	-4	-1	-16
COc1ccc(CCNCC(=O)Nc2ccc(C)c(S(=O)(=O)N(C)C)c2)cc1	1.2	10	-6	-1	-6	16	5	0	2	14
Cc1ccc(C)c(CNS(=O)(=O)c2ccc3c(c2)C(C)(C)C(=O)N3C)c1	-1.2	-3	6	-3	-5	7	-5	0	0	-20
C#Cc1cccc(C(=O)N(Cc2cccnc2)CC2CCCN(C3CCCCC3)C2)c1 (configuration not stated)	1.9	2	-2	1	3	5	-3	0	-4	11
Cc1c(NC(=O)C2CCCO2)cccc1[N+](=O)[O-] (configuration not stated)	0.2	-1	8	-3	2	3	3	-4	-6	-6
COc1cccc(-c2cc(C(=O)N3CCN(Cc4ccccc4)CC3)no2)c1	0.3	3	-3	-2	-6	-4	-22	3	1	3
CCC(C(=O)NCc1ccc(C)cc1)c1ccccc1 (configuration not stated)	-0.9	-4	8	3	5	-4	7	-2	2	10
Cc1ccc(SCc2cc(=O)[nH]c(Nc3nc(C)c4ccc(C)cc4n3)n2)cc1	-1.7	-1	7	-3	13	0	-3	-2	6	5
COc1ccc(OC)c(S(=O)(=O)Nc2ccc3oc(C)c(C(C)=O)c3c2)c1	0.0	2	-6	-7	4	-1	-10	1	3	3
CCn1c(=NC(=O)c2ccco2)sc2cccc(F)c21	0.9	-6	1	3	3	3	-14	2	6	1

Entries above containing bromine:
SMILES	PG9 Ab binder	ABHD4 inh	TCR CD3 inh	LEDGF integ inh	rCAG RNA binder	SIAE inh	HTRA1 inhibitor	PRMT1 FP inh	Rev-erbA mod	TDP2 absorb
O=C(/C=C/c1ccco1)N(Cc1cccc(Br)c1)C1CCS(=O)(=O)C1 (configuration not stated)	-1.4	-3	-3	2	7	4	4	11	-4	-15
CCCn1c(C2CCCN2c2nc(-c3cccc(Br)c3)cs2)nc2cc(Cl)c(Cl)cc21 (configuration not stated)	0.4	8	2	-2	8	0	-28	-4	1	1

Next records follow:
SMILES	PG9 Ab binder	ABHD4 inh	TCR CD3 inh	LEDGF integ inh	rCAG RNA binder	SIAE inh	HTRA1 inhibitor	PRMT1 FP inh	Rev-erbA mod	TDP2 absorb
COc1ccc(-n2c(C)cc(C3=NNC(=NC4CC4)SC3)c2C)cc1	0.4	6	1	4	10	0	14	7	-3	12
COc1cccc(CC(=O)NC2CCCN(Cc3ccc(Cl)cc3)C2)c1 (configuration not stated)	-1.9	-7	4	2	-5	-1	-3	-3	6	5
CN(C)CCNC(=O)c1ccc(-c2cnn(C)c2)c2ccoc12	-2.1	2	5	4	2	3	.	1	2	-4
COc1ccc(Cn2c(CCC(=O)Nc3ccccc3)nc3cccnc32)cc1	3.8	1	6	-1	-3	-6	-1	-1	6	5
CCN(Cc1ccncc1)C(=O)c1cc(COc2ccc(OC)cc2Cl)on1	0.9	-6	-6	-3	-5	8	1	0	2	13
COc1ccc([N+](=O)[O-])cc1NC(=O)c1ccco1	0.9	-2	5	5	-1	2	-4	-2	6	10
O=C(CN1C(=O)/C(=C/c2ccc(F)cc2)SC1=S)NC1C=CS(=O)(=O)C1 (configuration not stated)	0.0	-5	-10	-4	4	-18	2	6	-9	-7
CC(C)(C)NC(=O)C(c1ccncc1)N(Cc1ccc(F)cc1)C(=O)c1ccc(-c2ccccc2)[nH]1 (configuration not stated)	0.5	-2	2	-1	2	2	-22	12	10	-8
Cc1nc2nc[nH]n2c(=O)c1NC(=O)c1cccc(OCC(C)C)c1	-1.8	3	3	-2	0	-2	1	-3	6	8
O=C(O)c1cccc(NC(=S)NC(=O)c2ccc(-c3ccccc3)cc2)c1	0.2	-2	0	2	6	6	0	-4	2	5
O=C(CSc1c2c(nc3cc(Cl)ccc13)CCCC2)NCc1ccco1	-1.6	-1	-4	3	5	-1	-34	23*	4	-5
CN(Cc1c(F)cccc1Cl)C(=O)c1cccc(S(=O)(=O)NCc2ccccc2)c1	-1.3	-1	4	-1	-10	-2	-10	-1	-2	-11
CC(=O)c1c(C)oc2ccc(O)c(CN3CCOCC3)c12	1.7	-2	5	0	-1	3	7	-1	0	7
CCCc1cc(=O)[nH]c2nnc(SCC(=O)Nc3ccc(NC(C)=O)cc3)n12	-2.9	-8	-4	-4	4	-2	0	1	-3	-7

A portion of the library; the hit share may differ from the screen's.
